MrgX1 PAM: positive allosteric modulators of MrgX1, primary screen, HEK293 cells, Fluo-4 calcium flux | B-score at 10 µM | 310,000 compounds, 0.63% hits | Mas-related G-protein coupled receptor member X1 (Homo sapiens), Q96LB2 | FDSS; stronger effect = higher value;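 active means plate-corrected calcium response at least 3 library SD above typical, normal starting fluorescence, not activating the receptor alone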;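 further: compound read alongside a low EC10 to EC30 dose of BAM8-22 agonist; peak minus trough fluorescence over baseline measured at the second addition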
Target sequence (Q96LB2 whole entry, looked up): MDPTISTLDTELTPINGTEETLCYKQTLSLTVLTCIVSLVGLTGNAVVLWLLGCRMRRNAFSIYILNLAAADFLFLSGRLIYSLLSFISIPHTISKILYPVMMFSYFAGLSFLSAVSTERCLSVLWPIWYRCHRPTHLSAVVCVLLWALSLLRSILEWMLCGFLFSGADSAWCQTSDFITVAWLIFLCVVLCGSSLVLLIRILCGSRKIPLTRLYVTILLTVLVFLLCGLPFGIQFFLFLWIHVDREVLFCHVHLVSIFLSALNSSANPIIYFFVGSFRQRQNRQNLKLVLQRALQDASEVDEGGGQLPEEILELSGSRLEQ
ANO1 activ: TMEM16A chloride channel activators or potentiators, primary screen, cell-based, HTS; Anoctamin-1 (Mus musculus), Q8BHY3; HEK293 TMEM16A/YFP-H148Q/I152L, iodide quench fluorescence; stronger effect = lower value; B-score at 10 µM; 340,000 compounds, 0.3% hits; AID 623877, 2012;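 active means fluorescence-ratio B-score plate-corrected deviation score at least 3 library SD below zero, with starting fluorescence score within 5 deviations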;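 further: channel opened by trigger with iodide after compound preincubation; score built on the fluorescence ratio of max minus min over baseline; more negative score means more quench and so TMEM16A activation or potentiation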
KCNK9 inh: KCNK9 potassium channel inhibitors, primary screen, HEK293 cells, thallium flux; Potassium channel subfamily K member 9 (Homo sapiens), Q9NPC2; FluxOR thallium flux fluorescence; stronger effect = lower value; B-score at 10 µM; 310,000 compounds, 1.2% hits; AID 488922, 2010;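 active means ratio B-score over 3 SD below the library mean, with starting fluorescence within 5 SD of its mean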;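 further: negative B-score means less thallium flux so channel inhibition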
Target sequence (Q9NPC2 whole entry, looked up): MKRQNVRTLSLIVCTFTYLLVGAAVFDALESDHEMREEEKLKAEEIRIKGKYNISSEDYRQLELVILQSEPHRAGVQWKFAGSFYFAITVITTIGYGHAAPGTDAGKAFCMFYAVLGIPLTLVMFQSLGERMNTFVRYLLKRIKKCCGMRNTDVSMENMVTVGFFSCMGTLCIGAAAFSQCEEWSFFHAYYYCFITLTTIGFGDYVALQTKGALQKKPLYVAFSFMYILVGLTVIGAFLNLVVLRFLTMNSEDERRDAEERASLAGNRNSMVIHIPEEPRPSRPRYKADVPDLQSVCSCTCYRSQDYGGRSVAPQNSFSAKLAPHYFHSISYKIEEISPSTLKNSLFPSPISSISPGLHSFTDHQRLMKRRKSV
KCNQ1 act: potentiators or activators of KCNQ1 channel, primary screen, cell-based, thallium flux, high-throughput; Potassium voltage-gated channel subfamily KQT member 1 (Homo sapiens), P51787; CHO-K1 KCNQ1, thallium flux FluxOR fluorescence; stronger effect = higher value; B-score at 10 µM; 310,000 compounds, 0.35% hits; AID 2648, 2010;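 active means fluorescence ratio B-score, a plate-corrected score, at least three library SD, with initial intensity B-score within 5 SD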
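Assay system: CHO-K1 cells stably expressing KCNQ1; Medium: assay buffer with matched DMSO; Also added: K+/Tl+ depolarizing stimulus; Dosing: single dose; Timing: dye 90 min, compound 20 min, room temperature; Measured by: kinetic FluxOR thallium fluorescence, 10-s 1-Hz baseline, 110-s post-stimulus read; Read-out: peak-minus-minimum fluorescence over initial fluorescence, negative-control normalized, B-scored.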
KCNK3 block: human KCNK3 channel inhibitors, primary screen, CHO cells, FluxOR thallium flux, B-score; Potassium channel subfamily K member 3 (Homo sapiens), O14649; FluxOR fluorescence; stronger effect = lower value; B-score at 10 µM; 340,000 compounds, 0.84% hits;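 active means B-score under library mean minus 4 SD, starting fluorescence ratio at most library mean plus 5 SD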;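 further: more negative B-score means stronger inhibition of thallium flux through KCNK3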
Target sequence (O14649 whole entry, looked up): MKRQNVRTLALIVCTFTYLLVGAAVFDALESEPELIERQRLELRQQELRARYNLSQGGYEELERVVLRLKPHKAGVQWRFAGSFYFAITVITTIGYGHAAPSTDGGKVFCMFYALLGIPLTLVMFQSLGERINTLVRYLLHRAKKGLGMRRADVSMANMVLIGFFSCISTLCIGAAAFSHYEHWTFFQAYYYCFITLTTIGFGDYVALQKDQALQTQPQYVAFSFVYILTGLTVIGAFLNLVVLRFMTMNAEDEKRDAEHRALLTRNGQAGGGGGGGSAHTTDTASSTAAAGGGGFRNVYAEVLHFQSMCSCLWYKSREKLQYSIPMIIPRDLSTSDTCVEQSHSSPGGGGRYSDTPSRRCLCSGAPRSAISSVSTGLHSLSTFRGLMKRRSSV
KCNQ1 inh: inhibitors of human KCNQ1 channel, primary screen, cell-based, thallium flux, high-throughput; CHO-K1 KCNQ1, FluxOR thallium flux fluorescence; stronger effect = higher value; B-score at 10 µM; 310,000 compounds, 1.3% hits; Potassium voltage-gated channel subfamily KQT member 1 (Homo sapiens), P51787;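 active means compounds whose thallium flux B-score, printed positive for inhibition, exceeds three library SD while starting fluorescence stays within three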;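 further: channel opened by potassium depolarization with thallium stimulus after 20 min compound exposure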
ANO1 block: TMEM16A chloride channel inhibitors, primary screen, cell-based, HTS; HEK293 TMEM16A/YFP iodide influx fluorescence, ionomycin; Anoctamin-1 (Mus musculus), Q8BHY3; AID 588511, 2011; 310,000 compounds, 1.2% hits; normalized B-score (activity score, 25-100; higher = stronger inhibition) at 10 µM;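 active means ratio plate-corrected score three or more library SD toward inhibition, starting fluorescence score within five deviations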;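 further: score derived from kinetic fluorescence span divided by baseline fluorescence per well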
RGS4 act: RGS4 potentiators or activators, primary screen, cell-based, HEK293 M3R inducible RGS4, calcium flux | carbachol calcium flux Fluo4; stronger effect = lower value | B-score at 10 µM | 310,000 compounds, 0.92% hits | AID 463111, 2010;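 active means B-score of the integrated calcium signal more than 4 SD below the library mean, with starting fluorescence not abnormally high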;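 further: negative B-score means reduced calcium response which marks RGS4 activation or potentiation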
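Material: M3R-expressing HEK293 line, RGS4 induced by doxycycline | Schedule: Overnight RGS4 induction, 30 min dye load 37 °C, 20 min compound RT | Measured by: Fluo4 fluorescence kinetic imaging of calcium | Read-out: Integrated calcium ratio converted to B score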
hERG protect: hERG rescue from dofetilide block, primary screen, cell-based, CHO-hERG, FluxOR thallium flux, dofetilide IC70; dofetilide IC70 present; activation (rescue from dofetilide block), less the hit threshold, % at 10 µM; 310,000 compounds, 0.51% hits;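 active means activation above the mean of controls blocked by dofetilide plus 5 SD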;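 further: thallium influx through hERG after potassium depolarization seen as dye fluorescence rise; in these data hits start at about 4.7%; inactives centre near -7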
MrgX1 agonist: agonists of human MrgX1 receptor, primary screen, HEK293 cells, Fluo-4 calcium flux. Mas-related G-protein coupled receptor member X1 (Homo sapiens), Q96LB2. Fluo-4 calcium fluorescence, agonist mode; stronger effect = higher value. B-score at 10 µM. 310,000 compounds, 0.44% hits;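 active means calcium response B-score plate-corrected fluorescence ratio at least 3 library SD, with starting fluorescence B-score inside 5 SD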
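Material: MrgX1-expressing HEK293 cells; input: 15,000 cells per well; doses: test compound given as first of three sequential additions; schedule: overnight plating before 1 h dye loading; technique: Fluo-4 NW calcium-flux fluorescence, kinetic read; evaluation: baseline-normalised fluorescence change ratio, B-scored; control set: plate-wise positive and negative controls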
RGS4 inh: RGS4 inhibitors, primary screen, cell-based, HEK293 M3R inducible RGS4, calcium flux; Regulator of G-protein signaling 4 (Homo sapiens), P49798; Fluo-4 calcium flux; stronger effect = higher value; triggered by carbachol at its EC20; B-score at 10 µM; 310,000 compounds, 0.45% hits; AID 463165, 2010;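 active means B-score, a plate-corrected calcium signal, over three deviations above library mean, with baseline fluorescence within five deviations of library mean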;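 further: RGS4 expression induced by doxycycline in cells with stable M3 receptor; B-score is computed from the integrated fluorescence ratio over baseline after carbachol; higher B-score means a larger calcium signal and so more RGS4 inhibition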
An asterisk follows results filed as active; i = inactive; . = not tested or not shown. Rows were taken by chance; overall some 6.3% were active at least once.

SMILES	MrgX1 PAM	ANO1 activ	KCNK9 inh	KCNQ1 act	KCNK3 block	KCNQ1 inh	ANO1 block	RGS4 act	hERG protect	MrgX1 agonist	RGS4 inh
Cc1ccc(-n2c3c(cc(C(=O)O)c2=O)C(=O)CC(C)(C)C3)cc1	i	i	i	i	i	i	i	i	-3	i	i
CCCn1c(SCC(=O)NC2CCCCC2)nnc1C1CC1	i	i	i	i	i	i	i	i	-7	i	i
Cc1ccc(C(=O)c2cccc(N)c2)cc1C	i	i	i	i	i	i	i	i	-9	i	i
Nc1nc(-c2ccccc2)cc(N2CCCCC2)n1	i	i	i	i	i	i	i	i	-1	i	i
O=C(Nc1ccc(C2=NCCN2)cc1)c1ccc(C(=O)Nc2ccc(C3=NCCN3)cc2)c([N+](=O)[O-])c1	i	i	i	i	i	i	i	i	-8	i	i
O=C(CNC(=S)NC(=O)c1cccc([N+](=O)[O-])c1)c1ccccc1	i	i	i	i	i	i	i	i	-9	i	i
CC(C)(C)c1ccc(C(=O)N2CCC(C(=O)NCC3CCCO3)CC2)cc1 (centres undefined)	i	i	i	i	i	i	i	i	-11	i	i
CCSc1nc(O)c(C2OC(=O)c3c2ccc(OC)c3OC)c(=O)n1-c1ccccc1 (centres undefined)	i	i	i	i	i	i	i	i	-12	i	i
O=C(COC(=O)c1cc([N+](=O)[O-])ccc1N1CCOCC1)NC1CCS(=O)(=O)C1 (centres undefined)	i	i	i	i	i	i	i	i	-16	i	i
O=C(CSc1ccc(-c2ccncc2)nn1)N1CCCCC1	i	i	i	i	i	i	i	i	-5	i	i
Cn1c(=O)c(C(=O)CCl)c(N)n(CC2CC2)c1=O	i	i	.	.	i	.	i	.	.	i	.
CCOc1ccccc1NC(=O)CSc1nc2ccccc2nc1N1CCOCC1	i	i	i	i	i	i	i	i	-12	i	i
CCC(=O)Nc1ccc(NC(=O)CSc2nnc(-c3ccco3)n2C)cc1	i	i	i	i	i	i	i	i	-8	i	i
O=C(NCCS(=O)(=O)NCc1ccccn1)c1ccccc1	i	i	i	i	i	i	i	i	-6	i	i
CC1=NN(C(N)=S)C(=O)C1N=Nc1cccc(C)c1 (centres undefined)	i	i	i	i	i	i	i	i	-7	i	i
Cn1c(=O)c2c(nc(Oc3cccc(O)c3)n2C)n(C)c1=O	i	i	i	i	i	i	i	i	-3	i	i
Cn1nnnc1SCC(=O)N(C1CCCCC1)C1CCCCC1	i	i	i	i	i	i	i	i	1	i	i
CC(OC(=O)COc1ccc(C#N)cc1)C(=O)Nc1ccc(Cl)cn1 (centres undefined)	i	i	i	i	i	i	i	i	-19	i	i
O=C(COC(=O)c1n[nH]c(=O)c2ccccc12)c1ccc(Cl)cc1	i	i	i	i	i	i	i	i	-4	i	i
Cc1cccc(C(=O)NC(C)C2CC3CCC2C3)c1 (centres undefined)	i	i	i	i	i	i	i	i	-12	i	i
O=C(COC(=O)c1cn(-c2ccccc2)nc1-c1ccccc1)c1cccc([N+](=O)[O-])c1	i	i	i	i	i	i	i	i	-18	i	i
O=C(COC(=O)c1ccc2c(c1)OCO2)Nc1ccccc1	i	i	i	i	i	i	i	i	2	i	i
Cc1ccc(NC(=S)N(CCCN2CCC(C)CC2)Cc2ccco2)cc1C	i	i	i	i	i	i	i	i	-15	i	i
COc1ccc2c(=O)c(N3C(=O)c4ccccc4C3=O)c(C)oc2c1	i	i	i	i	i	i	i	i	-1	i	i
Cc1ccccc1NS(=O)(=O)c1ccc2oc(=O)ccc2c1	i	i	i	i	i	i	i	i	-1	i	i
The list continues:
SMILES	MrgX1 PAM	ANO1 activ	KCNK9 inh	KCNQ1 act	KCNK3 block	KCNQ1 inh	ANO1 block	RGS4 act	hERG protect	MrgX1 agonist	RGS4 inh
Cc1ccc(C)c(CSC2=NN3CCCC(=O)N=C3S2)c1	i	i	i	i	i	i	i	i	-10	i	i
Cc1ccccc1NC(=O)CN1CCN(C(=O)c2ccco2)CC1	i	i	i	i	i	i	i	i	-6	i	i
COc1ccc(NC(=O)c2nc(-n3nc(C)cc3C)ccc2Cl)cc1Cl	i	i	i	i	i	i	i	i	-3	i	i
CCOc1ccc2c(c1)/C(=N/N1C(=O)c3ccccc3C1=O)C(=O)N2	i	i	i	i	i	i	i	i	-1	i	i
Cn1cc(Cl)c(C(=O)Nc2nc3ccc(Cl)cc3s2)n1	i	i	i	i	i	i	i	i	0	i	i
Cc1nn(CC(=O)Nc2ccc3c(c2)nc(CCN2CCCCC2)n3C)c(=O)c2ccccc12	i	i	i	i	i	i	i	i	-9	i	i
CC(CCc1ccccc1)NCc1ccncc1 (centres undefined)	i	i	i	i	i	i	i	i	-11	i	i
Cc1ccc(C(C)C)c(OCCSc2nc3ccccc3n2CC(=O)O)c1	i	i	i	i	i	i	i	i	-1	i	i
CCOC(=O)C1CCN(C(=O)c2ccc(CNS(=O)(=O)c3ccc(C)cc3)cc2)CC1	i	i	i	i	i	i	i	i	-13	i	i
O=C(N/C=C/c1ccco1)NCc1ccccc1	i	i	i	i	i	i	i	i	-5	i	i
Cc1ccc(N(CC(=O)NC2CCCC2)C(=O)c2c(C)noc2C)cc1C	i	i	i	i	i	i	i	i	-8	i	i
Cc1nn(C(C)C)c(C)c1CN1CCC(C(=O)Nc2cccc(-c3cccc(F)c3)c2)CC1	i	i	i	i	i	i	i	i	-6	i	i
COc1c(N2CCN(C(=S)NC3CC4CCC3C4)C(C)C2)c(F)cc2c(=O)c(C(=O)O)cn(C3CC3)c12 (centres undefined)	i	i	i	i	i	i	i	i	-18	i	i
Cc1ccc(NC(=S)N2CCN(S(C)(=O)=O)CC2)cc1Cl	i	i	i	i	i	i	i	i	-2	i	i
Cc1cc(N2CCN(C)CC2)nc2ccc(NC(=S)NCCN3CCc4ccccc4C3)cc12	i	i	i	i	i	i	i	i	-12	i	i
Cn1c(SCC(=O)NC(C)(C)C)nnc1-c1cnccn1	i	i	i	i	i	i	i	i	-4	i	i
Cc1ccc2nc(NCCc3ccccc3)c3nncn3c2c1	.	i	i	i	i	i	.	i	-8	.	i
CCOC(=O)CC1CCCCN1C(=O)c1ccc2oc(CCc3ccccc3)nc2c1 (centres undefined)	i	i	i	i	i	i	i	i	-11	i	i
CCCCn1cnc2c(oc3ccccc32)c1=O	i	i	i	i	i	i	i	i	-2	i	i
CNC(=S)N(CCc1c(C)[nH]c2ccc(OC)cc12)Cc1cccnc1	i	i	i	i	i	i	i	i	-6	i	i
CC(C)OC(=O)c1ccc(NC(=S)NC(=O)c2cncc(Br)c2)cc1	i	i	i	i	i	i	i	i	-7	i	i
C=CCOc1ccc(C2N3CC4(CC)CN2CC(CC)(C3)C4=O)cc1 (centres undefined)	i	i	i	i	i	i	i	i	-2	i	i
COc1ccccc1CCC(=O)Oc1ccccc1C#N	i	i	i	i	i	i	i	i	-8	i	i
COc1ccc(CCN(C)c2ccc(S(=O)(=O)N3CCCC3)cn2)cc1OC	i	i	i	i	i	i	i	i	-4	i	i
O=C(OCC(=O)c1c[nH]c2ccccc12)c1cccc(O)c1	i	i	i	i	i	i	i	i	-21	i	i
Continuation.
SMILES	MrgX1 PAM	ANO1 activ	KCNK9 inh	KCNQ1 act	KCNK3 block	KCNQ1 inh	ANO1 block	RGS4 act	hERG protect	MrgX1 agonist	RGS4 inh
COCc1c(C#N)c(NCCc2ccccc2)nc(C)c1[N+](=O)[O-]	i	i	i	i	i	i	i	i	-9	i	i
Oc1ccccc1C=Nc1ccccc1-c1nc2ccccc2[nH]1	i	i	i	i	i	i	i	i	-7	i	i
CCCN(CCC)Cc1c(C(=O)OCC)nnn1-c1nonc1N	i	i	i	i	i	i	i	i	-5	i	i
COCCCC1CCN(C(=O)C2CCC(=O)N(Cc3ccccc3F)C2)CC1 (centres undefined)	i	i	i	i	i	i	i	i	-5	i	i
O=C(NCCc1ccc2c(c1)OCO2)C1CCN(S(=O)(=O)c2ccc(Cl)cc2)CC1	i	i	i	i	i	i	i	i	0	i	i
COc1ccccc1NC(=O)CCCc1nnc2n(C)c(=O)c3sccc3n12	i	i	i	i	i	i	i	i	-6	i	i
O=Cc1c(-c2ccc(Cl)cc2)oc2ccc(O)cc12	i	i	i	i	i	i	i	i	-5	i	i
CCOC(=O)c1c2n(c3ccc(OC(C)=O)cc13)CCC2	i	i	i	i	i	i	i	i	-8	i	i
Cc1nn(CC2CC2)c(=O)n1-c1ccc(C(C)C)cc1	i	i	i	i	i	i	i	i	-3	i	i
Cc1ccc(-c2csc(NC(=O)CSc3nnc4c(n3)[nH]c3ccccc34)n2)cc1	i	i	.	.	i	.	i	.	.	i	.
CCOc1ccc(-c2cn(CCC#N)cn2)cc1	i	i	i	i	i	i	i	i	-8	i	i
CN(Cc1ccc(N(C)C)cc1)C(=O)c1cc2ccccc2o1	12*	i	i	i	i	i	i	i	-6	i	i
COc1cccc(CNC(=O)CCCNC(=O)c2ccc(Cl)cc2)c1	i	i	i	i	i	i	i	i	-8	i	i
O=C(Nc1cccc([N+](=O)[O-])c1)NC1CCCCCCC1	i	i	i	i	i	7*	i	i	-18	i	i
O=C(CCCCCn1c(=S)[nH]c2ccccc2c1=O)N1CCOCC1	i	i	i	i	i	i	i	i	-11	i	i
COc1ccc(CCNC(=O)CCC(=O)n2ncc3cc(C)ccc32)cc1OC	i	i	i	i	i	i	i	i	-6	i	i

From PubChem
